Bioassay records as filed in PubChem.
BLM helicase inh – inhibitors of human Bloom syndrome helicase BLM; P54132; recombinant BLM DNA unwinding, fluorescence dequenching; Potency, µM (doses to about 56.1 µM), without a hit: top-dose activity change, negative = inhibition, usual class: inhibitors; hit rate 0.2% among 350,000;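 also: plate controls were vehicle for no effect and no enzyme for full effect; nearly all actives have a fitted effect of over 35% in size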
BAZ2B block – blocks human BAZ2B; AlphaScreen BAZ2B-H3K14Ac peptide displacement; Potency, µM (top dose mostly 114 µM), for the others: top-dose activity change, negative = inhibition, usual class: inhibitors; hit rate 4.4% among 360,000; AID 504333; also: % is scaled to controls: 0 for no effect and ±100 for the full control effect; nearly all actives have a fitted effect of over 60% in size
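Inhibition is scored as reduced AlphaScreen emission. The BAZ2B/b-H3(5-23)K14Ac complex (50 nM each) in PBS pH 7.4, 0.01% Tween-20 meets compound (up to 110 uM) for 30 min at RT before bead addition.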
Tb PGK inh – inhibitors of T. brucei phosphoglycerate kinase. PGK/GAPDH coupled, Kinase-Glo luminescence, 60 min. Potency, µM (doses to about 57.5 µM), inactives show top-dose activity change, negative = inhibition, most hits filed as inhibitors. hit rate 0.043% among 380,000. AID 602233; also: % is scaled to controls: 0 for no effect and ±100 for the full control effect; nearly all actives have a fitted effect of over 60% in size
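Recombinant glycosomal PGK reaction used 1,3-bisphosphoglycerate generated in-well by GAPDH (100nM final) in 100mM TEA pH 7.6, 5mM MgCl2, 0.01% Tween-20. After 60 minutes at room temperature, ATP was read by Kinase-Glo Plus luminescence end-point.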
POLI inh – inhibitors of human DNA polymerase iota | Potency, µM (titrated, usually from 115 µM), for the others: at the top dose activity, negative = inhibition, actives largely listed as inhibitors | Q9UNA4 | hit rate 1% among 390,000 | Pol iota fluorescent replication assay, 10 min | AID 588590
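Pol iota at 10 nM preincubated 15 min with compounds at room temperature; reaction started with fluorescent substrate, 50 nM final. Fluorescence read kinetically at 0 and 10 min; buffer-only wells as negative control.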
HP1b chromo inh – inhibitors of HP1-beta chromodomain binding to methylated histone tails; P83916; AlphaScreen HP1-beta / biotin-H3K9me3 peptide binding; Potency, µM (highest dose often 114 µM), for inactives: at the top dose activity change, negative = inhibition, actives largely listed as inhibitors; hit rate 0.56% among 390,000; also: nearly all actives have a fitted effect of over 70% in size; inactives centre near 23
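Compound inhibition of the preformed complex between 50 nM HP1-beta and 50 nM biotinylated H3K9me3 peptide was read by AlphaScreen. Buffer was PBS pH 7.4 with 0.01% Tween-20. Incubations ran 30 min at room temperature, with 10 ug/mL donor/acceptor beads.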
G9a block – inhibitors of human histone lysine methyltransferase G9a; Q96KQ7; G9a H3K9 monomethylation, AlphaScreen, 2 h; Potency, µM (series often up to 102 µM), for the others: top-dose activity, negative = inhibition, usual class: inhibitors; hit rate 8.8% among 350,000; also: % is scaled to controls: 0 for no effect and ±100 for the full control effect; nearly all actives have a fitted effect of over 75% in size
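Quantitative HTS format: methyltransferase activity on a biotin-tagged H3K9 peptide is measured by AlphaScreen, using a rabbit anti-monomethyl-H3K9 antibody with streptavidin donor and anti-IgG acceptor beads. Final levels are 20 nM enzyme, 500 nM peptide, 20 uM SAM; 2 h RT.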
JMJD2A Tudor inh – inhibitors of human JMJD2A Tudor domain | hit rate 4.4% among 390,000 | Potency, µM (top dose mostly 114 µM), inactives show at the top dose activity change, negative = inhibition, most hits filed as inhibitors | O75164 | AID 504339 | AlphaScreen JMJD2A-Tudor / H3K4me3 peptide binding; also: % is scaled to controls: 0 for no effect and ±100 for the full control effect; nearly all actives have a fitted effect of over 50% in size
Target sequence (O75164 whole entry, looked up, the tested form may be a part): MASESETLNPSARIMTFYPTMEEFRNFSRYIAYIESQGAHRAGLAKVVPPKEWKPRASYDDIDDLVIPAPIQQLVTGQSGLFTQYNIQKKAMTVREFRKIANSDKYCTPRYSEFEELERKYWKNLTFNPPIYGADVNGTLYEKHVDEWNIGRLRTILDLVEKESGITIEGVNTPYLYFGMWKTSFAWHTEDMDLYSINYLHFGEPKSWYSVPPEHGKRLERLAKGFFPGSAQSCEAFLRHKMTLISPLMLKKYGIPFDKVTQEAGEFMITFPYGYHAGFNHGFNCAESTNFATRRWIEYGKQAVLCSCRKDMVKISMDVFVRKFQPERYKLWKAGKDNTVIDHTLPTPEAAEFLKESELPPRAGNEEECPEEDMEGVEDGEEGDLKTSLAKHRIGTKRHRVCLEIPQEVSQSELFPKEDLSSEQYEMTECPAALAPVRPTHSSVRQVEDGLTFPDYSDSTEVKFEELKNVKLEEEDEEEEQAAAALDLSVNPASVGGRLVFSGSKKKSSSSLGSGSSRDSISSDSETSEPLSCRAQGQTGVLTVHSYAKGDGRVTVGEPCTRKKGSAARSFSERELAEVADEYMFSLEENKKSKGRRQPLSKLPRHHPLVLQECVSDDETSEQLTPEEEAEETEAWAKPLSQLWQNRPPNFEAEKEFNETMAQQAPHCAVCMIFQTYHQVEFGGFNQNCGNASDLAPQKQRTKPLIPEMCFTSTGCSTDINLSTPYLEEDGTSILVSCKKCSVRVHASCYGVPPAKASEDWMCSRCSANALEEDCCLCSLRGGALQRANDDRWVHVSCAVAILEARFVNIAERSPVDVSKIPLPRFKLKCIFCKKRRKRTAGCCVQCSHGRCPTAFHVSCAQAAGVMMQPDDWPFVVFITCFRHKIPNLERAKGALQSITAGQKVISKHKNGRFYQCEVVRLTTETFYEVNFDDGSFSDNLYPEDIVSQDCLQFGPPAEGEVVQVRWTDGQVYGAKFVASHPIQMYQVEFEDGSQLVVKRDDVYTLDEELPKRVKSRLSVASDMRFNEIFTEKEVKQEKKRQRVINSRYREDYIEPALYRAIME
GLS inh – inhibitors of human glutaminase (GLS) | AID 624170 | GLS enzymatic activity, qHTS titration | Potency, µM (top dose mostly 45.5 µM), inactives show at the top dose activity change, negative = inhibition, hits mostly inhibitors | hit rate 0.21% among 410,000 | O94925; also: % is scaled to controls: 0 for no effect and ±100 for the full control effect
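Two-point fluorescence kinetic (t0, 30 min RT) for hKGA; glutamate detected via glutamate oxidase–HRP–Amplex Red. Substrate: 1 mM L-glutamine solution; buffer 45 mM KH2PO4, pH 8.2.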
Pin1 inhibitor – inhibitors of human Pin1 | hit rate 0.009% among 390,000 | Q13526 | Potency, µM (top dose mostly 115 µM), without a hit: top-dose activity, negative = inhibition, usual class: inhibitors | Pin1 FP peptide displacement, HiFluor488, 10 min; active = well fitted inhibition curve with a large enough effect in the polarisation, with a control signal flat, not every such curve was filed as active; inconclusive = small, poorly fitted or top-dose-only effect, or effect the other way, or a change in a side signal; inactive = no such curve, though single readings can be large or run the other way; the % refers to the polarisation; also: % is scaled to controls: 0 for no effect and ±100 for the full control effect
* marks the source's active call; other numbers are inactive results; & = joins results of further samples; [ ] = remark or other dose. Unless noted, calls follow the shape of the dose curve; as a rule, active = well fitted curve in the direction sought with a large enough effect; inconclusive = small, poorly fitted or top-dose-only effect, or another doubt; inactive = no such curve, though single readings can be large; an effect the other way counts as inactive or inconclusive. Potency is read from the fitted curve at half-maximal effect. Some of the compounds tested; count on the stated rates, not on these rows.

For O=C(NC(Cc1c[nH]c2ccccc12)c1nnc2n1CCCCC2)c1cccs1 (stereo not given) the results were BLM helicase inh 1%, BAZ2B block 4%, Tb PGK inh 2%[11.5 µM], POLI inh -9%, HP1b chromo inh 12%, G9a block -6%, JMJD2A Tudor inh -12%, GLS inh 26% and Pin1 inhibitor 1%.
Screening COC(=O)Cn1c(=NC(=O)c2cc(-c3cccs3)nc3ccccc23)sc2cc(S(N)(=O)=O)ccc21 returned BLM helicase inh -5%, BAZ2B block 6%, Tb PGK inh -12%, POLI inh 20%, HP1b chromo inh 42%, G9a block 6%[59 µM], JMJD2A Tudor inh -9%, GLS inh 9% and Pin1 inhibitor 28%.
`CC(C)CSc1oc(-c2ccco2)nc1S(=O)(=O)c1ccc(Br)cc1` gave BLM helicase inh -8%, BAZ2B block -1%, Tb PGK inh 9%, POLI inh -17%, HP1b chromo inh 46%[activator], G9a block 10%[59 µM], JMJD2A Tudor inh 17%, GLS inh 5% and Pin1 inhibitor 86%[activator].
Screening COc1ccc(NC(=S)NCCCN2CCCC2=O)c(OC)c1 returned BLM helicase inh -1%, BAZ2B block -27%, Tb PGK inh -8%, POLI inh 33%[activator], HP1b chromo inh 20%, G9a block inconclusive, JMJD2A Tudor inh 1%, GLS inh 0% and Pin1 inhibitor -7%.
Screening CCOC(=O)c1c(C)[nH]c(C(=O)/C(C#N)=C/c2ccc(OCC)cc2)c1C returned BLM helicase inh 0%, BAZ2B block inconclusive, Tb PGK inh inactive, POLI inh 112%[activator], HP1b chromo inh 12%, G9a block -44%[59 µM], JMJD2A Tudor inh -30%, GLS inh -3% and Pin1 inhibitor inconclusive.
C[C@@H]1CN(C(=O)c2ccc(OC3CCN(S(=O)(=O)N(C)C)CC3)cc2)C[C@H](C)O1 was read as BLM helicase inh -2%, BAZ2B block 0%, Tb PGK inh -3%, POLI inh 5%, HP1b chromo inh 18%, JMJD2A Tudor inh -8%, GLS inh 7% and Pin1 inhibitor 0%.
Screening Cc1ccc(CNS(=O)(=O)c2c(C)[nH]c(C)c2C(=O)N2CCCCC2)cc1 returned BLM helicase inh -1%, BAZ2B block -23%, Tb PGK inh inactive, POLI inh 28%, HP1b chromo inh 20%, G9a block 7%, JMJD2A Tudor inh -32%, GLS inh -6% and Pin1 inhibitor -3%.
COc1ccc(N2C(=O)CCC(C(=O)N3CCCCC3)C2c2ccc(F)cc2)cc1 (stereo not given) was read as BLM helicase inh 0%, BAZ2B block -12%, Tb PGK inh -7%, POLI inh 2%, HP1b chromo inh 31%, G9a block 1%[59 µM], JMJD2A Tudor inh -4%, GLS inh -2% and Pin1 inhibitor -3%.
For Cc1cccc(NC(=O)CCN2CCOCC2)c1 the results were BLM helicase inh 0%, BAZ2B block 8%, Tb PGK inh -3%, POLI inh 11%, HP1b chromo inh 16%, G9a block -9%, JMJD2A Tudor inh -3%, GLS inh -1% and Pin1 inhibitor 2%.
Screening CC(C)Nc1nc(Cl)nc(N(C#N)CN2C(=O)c3ccccc3S2(=O)=O)n1 returned BLM helicase inh 1%, BAZ2B block -24%, Tb PGK inh inactive, POLI inh 1%, HP1b chromo inh 24%, G9a block inconclusive, JMJD2A Tudor inh -23%, GLS inh -10% and Pin1 inhibitor 3%.
For CN(C)S(=O)(=O)c1ccc(N2CCCC2)c(C(=O)Nc2ccccc2F)c1 the results were BAZ2B block 4%, Tb PGK inh -2%, POLI inh 31%[activator], HP1b chromo inh 16%, G9a block inconclusive, JMJD2A Tudor inh -4%, GLS inh 0% and Pin1 inhibitor -8%.
`Cc1cccc(CNC(=O)c2cccc(NC(=O)N3CCSc4ncccc43)c2)c1` gave BLM helicase inh -2%, BAZ2B block -20%, Tb PGK inh 9%, POLI inh inconclusive, HP1b chromo inh 44%[activator], G9a block 0%[59 µM], JMJD2A Tudor inh 3%, GLS inh -4% and Pin1 inhibitor -4%.
Screening CN1C(=O)C(CCC(N)=O)NC1=S (stereo not given) returned BLM helicase inh 1%, BAZ2B block 2%, Tb PGK inh -1%, POLI inh 1%, HP1b chromo inh 8%, JMJD2A Tudor inh -9%, GLS inh -2% and Pin1 inhibitor -2%.
For N#Cc1c(-c2ccc(F)cc2)cc(-c2ccccc2)nc1SCC(=O)NCC(=O)O the results were BLM helicase inh -5%, BAZ2B block 50µM*, Tb PGK inh -8%, POLI inh inconclusive, HP1b chromo inh inconclusive, JMJD2A Tudor inh 79µM* and GLS inh -7%.
`COc1ccc(-c2csc(NC(=O)c3cc(C)on3)c2C#N)cc1OC` gave BLM helicase inh -12%, BAZ2B block -27%, Tb PGK inh -1%, POLI inh -18%[58.9 µM], HP1b chromo inh 46%[activator], G9a block inconclusive, JMJD2A Tudor inh -21%, GLS inh inconclusive and Pin1 inhibitor inconclusive.
Clc1ccc(OCc2nnc(SCCN3CCCCC3)n2Cc2ccco2)cc1 was read as BLM helicase inh 1%, BAZ2B block 89µM*, Tb PGK inh -3%, POLI inh -4%, HP1b chromo inh 13%, G9a block inconclusive, JMJD2A Tudor inh inconclusive, GLS inh 0% and Pin1 inhibitor 0%.
`N#Cc1cc2c(nc1SCC(=O)O)CCCCC2` gave BLM helicase inh 3%, BAZ2B block -25%, Tb PGK inh -2%, POLI inh 26%, HP1b chromo inh 91%[activator], JMJD2A Tudor inh 5%, GLS inh -1% and Pin1 inhibitor 14%.
Screening CCOC(=O)[C@H]1[C@H]2COc3ccc(C)cc3[C@@H]2N2C(=O)c3cc(OC)c(OC)cc3NC(=O)[C@@]12C returned BAZ2B block -3%, Tb PGK inh -8%, POLI inh 11%, HP1b chromo inh 41%[activator], G9a block 21%[2.33 µM], JMJD2A Tudor inh -17%, GLS inh 0% and Pin1 inhibitor -1%.
CC1=CC(C)(C)N(C(=O)CSc2ncn[nH]2)c2ccccc21 was read as BLM helicase inh 7%, BAZ2B block inconclusive, Tb PGK inh -2%, POLI inh 29%, HP1b chromo inh 11%, G9a block -2%[0.501 µM], JMJD2A Tudor inh -10%, GLS inh 0% and Pin1 inhibitor 0%.
For Cc1cccc(C)c1NC(=O)NCCSc1snnc1C the results were BLM helicase inh -1%, BAZ2B block -11%, Tb PGK inh 10%, POLI inh 37%[activator], HP1b chromo inh 38%[activator], G9a block 5%, JMJD2A Tudor inh -9%, GLS inh -6% and Pin1 inhibitor 0%.
Screening N#C/C(=C\c1cccc(Cl)c1)C(=O)c1ccccc1 returned BLM helicase inh -11%, BAZ2B block -6%, Tb PGK inh inactive, POLI inh -5%, HP1b chromo inh 12%, G9a block 40µM*, JMJD2A Tudor inh -19%, GLS inh 5% and Pin1 inhibitor 6%.
`CC(C)(C)[C@H]1C=C(C(=O)NCc2ccccc2)O[C@@H](OCCCCO)C1` gave Tb PGK inh -6%, POLI inh inconclusive, HP1b chromo inh 30%, JMJD2A Tudor inh -11%, GLS inh -1% and Pin1 inhibitor 1%.
`N#Cc1ccc(CSc2nnc(NC(=O)CN3C(=O)C4CC=CCC4C3=O)s2)cc1` (stereo not given) gave BLM helicase inh -7%, BAZ2B block 3%, Tb PGK inh 6%, POLI inh -3%, HP1b chromo inh 45%[activator], G9a block -18%, JMJD2A Tudor inh -11%, GLS inh 19% and Pin1 inhibitor -5%.
For COc1cc(C(=O)Nc2ccc3c(c2)ncn3C)cc(OC)c1OC the results were BLM helicase inh 2%, BAZ2B block 17%, Tb PGK inh inactive, POLI inh 20%, HP1b chromo inh 42%[activator], G9a block -6%[0.501 µM], JMJD2A Tudor inh -12%, GLS inh -7% and Pin1 inhibitor 8%.

Brought forward from above: 2 compounds; new compounds follow.
`N#Cc1ccc(CSc2nnc(NC(=O)CN3C(=O)C4CC=CCC4C3=O)s2)cc1` (stereo not given) gave BLM helicase inh -7%, BAZ2B block 3%, Tb PGK inh 6%, POLI inh -3%, HP1b chromo inh 45%[activator], G9a block -18%, JMJD2A Tudor inh -11%, GLS inh 19% and Pin1 inhibitor -5%.
For COc1cc(C(=O)Nc2ccc3c(c2)ncn3C)cc(OC)c1OC the results were BLM helicase inh 2%, BAZ2B block 17%, Tb PGK inh inactive, POLI inh 20%, HP1b chromo inh 42%[activator], G9a block -6%[0.501 µM], JMJD2A Tudor inh -12%, GLS inh -7% and Pin1 inhibitor 8%.
Cc1cc(=O)c(C(=O)Nc2cccc(C(=O)NC3CC3)c2)nn1-c1ccccc1Cl was read as BAZ2B block 5%, Tb PGK inh 4%, POLI inh inconclusive, HP1b chromo inh 14%, G9a block 5%[12.7 µM], JMJD2A Tudor inh -11%, GLS inh -1% and Pin1 inhibitor 3%.
`CC(Oc1ccc(S(=O)(=O)N2CCCC2)cc1[N+](=O)[O-])C(=O)NC(C)c1ccccc1` (stereo not given) gave BAZ2B block -3%, Tb PGK inh 4%, POLI inh 25%, HP1b chromo inh 13%, G9a block 9%[0.501 µM], JMJD2A Tudor inh -19%, GLS inh 0% and Pin1 inhibitor -4%.
Screening CSc1ccc(/C=N/N2CCN(Cc3ccc(Cl)cc3)CC2)cc1 returned BLM helicase inh -5%, BAZ2B block 22µM*, Tb PGK inh 2%, POLI inh -1%, HP1b chromo inh -12%, G9a block inconclusive, JMJD2A Tudor inh inconclusive, GLS inh 8% and Pin1 inhibitor 1%.
O=S1(=O)[C@H]2C[C@@H]3C=C[C@@]2(CN1Cc1cccc(Cl)c1)O3 was read as BLM helicase inh -1%, BAZ2B block 21%, Tb PGK inh 2%, POLI inh 6%&19%, HP1b chromo inh 28%, JMJD2A Tudor inh -12%, GLS inh 12% and Pin1 inhibitor -1%.
For Cc1ccc(NC(=O)CCc2c(C)nc3ncnn3c2C)cc1Cl the results were BLM helicase inh -3%, BAZ2B block -2%, Tb PGK inh 0%, POLI inh 5%, HP1b chromo inh 30%, G9a block -6%[59 µM], JMJD2A Tudor inh -4%, GLS inh -5% and Pin1 inhibitor 0%.
Screening CS(=O)(=O)c1ccc(NC(=O)C2CC(=O)N(c3ccc4c(c3)OCCO4)C2)cc1 (stereo not given) returned BAZ2B block 6%, Tb PGK inh -2%, POLI inh 28%, HP1b chromo inh 4%, G9a block -30%, JMJD2A Tudor inh -15%, GLS inh 4% and Pin1 inhibitor -3%.
